Assay outcomes (PubChem)
CHO parental Ca: signal in parental CHO cells, OX1R antagonist counter-screen; parental CHO-K1, ATP-induced calcium, Fluo-8 fluorescence; inhibition, % at 5.6 µM; actives 0.63% (n = 330,000); AID 463079;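 active = inhibition above that plate's mean sample inhibition plus 3 SD, cut at about 26% in these data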;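 note: 0% = ATP-challenged DMSO wells and 100% = DMSO wells without ATP; some compounds past the cut are filed as inactive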
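Assay system: untransfected parental CHO cell line. Also added: ATP agonist challenge. Dosing: one dose, 5.6 µM nominal. Measured by: Fluo-8 fluorescence. Read-out: % inhibition. Benchmarks: ATP wells versus no-ATP DMSO wells. Repeats: no replicates.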
CHO-K1 Ca antag: M1 antagonist counterscreen hit in parental CHO-K1 cells; inhibition, % at 3 µM; ATP-induced calcium, Fluo-8 fluorescence; actives 0.6% (n = 360,000); AID 602250;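 active = inhibition above a per-plate cutoff, the plate's mean sample inhibition plus 3 SD, cut at about 24% in these data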;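 note: 0% = DMSO plus EC80 ATP and 100% = DMSO alone without ATP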
CHRM1 agonist: human M1 muscarinic receptor agonism; P11229; CHO-K1 hM1, Fluo-8 calcium fluorescence, agonist mode; 0% DMSO, 100% acetylcholine EC100; activation, % at 3 µM; actives 0.33% (n = 360,000);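 active = activation above the run's mean compound activation plus 3 SD, cut at about 16% in these data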;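 note: peak over basal fluorescence ratio within a 140 s kinetic read after compound addition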
Target sequence (P11229 whole entry, looked up): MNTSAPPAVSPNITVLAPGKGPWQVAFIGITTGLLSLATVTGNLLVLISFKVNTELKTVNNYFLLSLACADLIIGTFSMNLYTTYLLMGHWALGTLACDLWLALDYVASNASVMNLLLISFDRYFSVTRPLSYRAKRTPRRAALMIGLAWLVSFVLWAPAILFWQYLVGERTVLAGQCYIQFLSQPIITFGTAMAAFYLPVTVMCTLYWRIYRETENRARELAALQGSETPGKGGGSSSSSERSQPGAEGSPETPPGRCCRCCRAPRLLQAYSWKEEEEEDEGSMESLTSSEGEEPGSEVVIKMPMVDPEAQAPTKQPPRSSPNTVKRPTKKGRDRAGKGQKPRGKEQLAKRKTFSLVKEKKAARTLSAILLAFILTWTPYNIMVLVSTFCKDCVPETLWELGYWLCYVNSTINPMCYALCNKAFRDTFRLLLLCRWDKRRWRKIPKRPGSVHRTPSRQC
OXTR potentiator: potentiates the human oxytocin receptor response. CHO-OTR cells, Fluo-8 calcium fluorescence, potentiator mode; 0% = oxytocin EC15, 100% = EC100. activation, % at 3 µM. actives 0.061% (n = 320,000);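 active = activation above that plate's cutoff, the mean activation of tested compounds plus 3 SD, cut at about 6.6% in these data, passing the limit was not always enough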;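 note: 100% uses oxytocin at 75 nM as the full agonist control; some results filed as inactive read as strong as hits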
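Replication – single well per compound, singlicate · Assay system – CHO cell line stably expressing human OTR · Timing – 6 min pre-incubation, 100 s read · Measure – normalized max/min fluorescence ratio, % activation · Doses – 3.0 µM, one dose · Detection – Fluo-8 calcium dye fluorescence · Probe or stimulus – oxytocin near EC15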
TAAR1 antag: antagonists of human TAAR1; Q96RJ0; CHO RD-HGA16 TAAR1, Fluo-8 calcium fluorescence, antagonist; inhibition, % at 3 µM; actives 1.5% (n = 360,000); AID 624466;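 active = inhibition above a per-plate cutoff, the mean inhibition of test compounds on that plate plus 3 SD, cut at about 49% in these data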;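 note: 0% = DMSO plus EC80 beta-PEA response and 100% = DMSO alone without agonist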
Target sequence (Q96RJ0 whole entry, looked up): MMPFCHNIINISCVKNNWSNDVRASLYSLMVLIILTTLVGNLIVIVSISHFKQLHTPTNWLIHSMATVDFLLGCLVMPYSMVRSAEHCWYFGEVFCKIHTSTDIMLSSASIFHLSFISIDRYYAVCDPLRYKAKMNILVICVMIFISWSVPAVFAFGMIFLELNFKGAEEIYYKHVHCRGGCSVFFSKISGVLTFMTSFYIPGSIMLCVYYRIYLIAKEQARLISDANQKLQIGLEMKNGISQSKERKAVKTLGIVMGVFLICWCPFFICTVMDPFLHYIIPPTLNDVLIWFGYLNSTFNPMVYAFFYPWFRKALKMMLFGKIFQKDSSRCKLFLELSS
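Assay system: CHO-derived RD-HGA16 cells stably expressing human TAAR1 plus Gα16. Timing: 140 s kinetic read after compound, 140 s after agonist. Technique: kinetic Fluo-8 calcium fluorescence measurement. Measure: % inhibition of agonist calcium response.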
CHO-K1 Ca PAM: nonselective activator or artifact in parental CHO-K1 calcium assay; ATP EC20, Fluo-8 calcium fluorescence; 0% at ATP EC20, 100% at ATP max; activation, % at 3 µM; actives 0.02% (n = 360,000);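 active = activation above the run cutoff, the mean activation of all test compounds plus 3 SD, cut at about 40% in these data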;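 note: peak over basal fluorescence ratio in a 140 s read after ATP addition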
M1 antag: antagonists of human M1 muscarinic receptor; inhibition, % at 3 µM; actives 1.3% (n = 360,000); P11229; AID 588852; CHO-K1 hM1, Fluo-8 calcium fluorescence, ACh EC80 antagonist;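 active = percent inhibition above its own plate's cutoff, namely the mean of that plate's compound wells plus 3 SD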;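 note: peak over basal fluorescence ratio during 140 s after agonist addition; 0% = ACh EC80 plus DMSO and 100% = DMSO alone without agonist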
TAAR1 ag: human TAAR1 agonism | Q96RJ0 | CHO RD-HGA16 TAAR1, Fluo-8 calcium fluorescence; vehicle wells 0%, saturating PEA agonist 100% | activation, % at 3 µM | actives 0.99% (n = 360,000) | AID 624467;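 active = activation above the mean activation of all test compounds in the run plus 3 SD, cut at about 38% in these data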
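Signal – calcium-sensitive Fluo-8 signal, excitation 470-495, emission 515-575 nm · System – RD-HGA16 (CHO) cells co-expressing Gα16 and hTAAR1 · Incubation – 17-24 h seeding, 75 min 37 °C dye, 30 min RT · Compound dosing – 3 µM single concentration · Repeats – no replicates (n 1)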
M1 ag parental: counter-screen for M1 agonists: effect in parental CHO-K1 cells | Fluo-8 calcium fluorescence; scaled to maximal ATP response, vehicle zero | activation, % at 3 µM | actives 0.48% (n = 360,000) | AID 602248; in the data active = activation above about 15%;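 note: untransfected CHO-K1 host cells lacking M1 receptor as counterscreen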
* hit, by the source's call.

COc1cccc(S(=O)(=O)NCC(=O)N2CCCC2)c1 was read as CHO parental Ca 4.3, CHO-K1 Ca antag -4.8, CHRM1 agonist -7.0, OXTR potentiator -6.1, TAAR1 antag -9.2, CHO-K1 Ca PAM 5.9, M1 antag 0.4, TAAR1 ag 9.3 and M1 ag parental 1.6.
O=C1NC(Cc2ccccc2)C(=O)N1Cc1cc([N+](=O)[O-])cc2c1OCOC2 (stereo not drawn) was read as CHO parental Ca -21.2, CHO-K1 Ca antag -14.6, CHRM1 agonist -5.7, OXTR potentiator -3.0, TAAR1 antag 12.1, CHO-K1 Ca PAM 11.1, M1 antag 2.0, TAAR1 ag 1.8 and M1 ag parental 0.2.
Screening O=C(NNC(=O)c1cc(OCC(F)(F)F)ccc1OCC(F)(F)F)c1ccc(Cl)c(Cl)c1 returned CHO parental Ca -6.1, CHO-K1 Ca antag -2.1, CHRM1 agonist -1.7, OXTR potentiator -17.1, TAAR1 antag -15.5, CHO-K1 Ca PAM 10.3, M1 antag 1.2, TAAR1 ag 2.5 and M1 ag parental 6.0.
`Cc1cccc(NC(=O)CN2C(=S)NC(C)(C)CC2C)c1C` (stereo not drawn) gave CHO parental Ca -12.0, CHO-K1 Ca antag 4.0, CHRM1 agonist -1.4, OXTR potentiator -5.6, TAAR1 antag 7.2, CHO-K1 Ca PAM 13.0, M1 antag 3.0, TAAR1 ag -1.0 and M1 ag parental 0.0.
`COC(C[C@@H]1O[C@H]1[C@@H](O)COCc1ccccc1)OC` gave CHO-K1 Ca antag -11.4, CHRM1 agonist -0.9, TAAR1 antag -5.2, CHO-K1 Ca PAM 7.0, M1 antag -9.8, TAAR1 ag 0.8 and M1 ag parental 0.4.
COCCNC(=O)c1csc(Nc2cccc3ccccc23)n1 was read as CHO parental Ca -9.2, CHO-K1 Ca antag -4.6, CHRM1 agonist -5.7, OXTR potentiator -8.8, TAAR1 antag -14.0, CHO-K1 Ca PAM 1.4, M1 antag -0.9, TAAR1 ag 8.6 and M1 ag parental 0.2.
`CCCCCOc1ccccc1C(=O)NCC(=O)O` gave CHO parental Ca -8.2, CHO-K1 Ca antag -9.6, CHRM1 agonist -3.0, OXTR potentiator -6.5, TAAR1 antag 8.9, CHO-K1 Ca PAM 16.2, M1 antag -12.4, TAAR1 ag 9.9 and M1 ag parental 0.3.
For O=C(NCc1ccc(F)cc1)c1[nH]c(C(F)(F)F)nc1-c1ccccc1 the results were CHO-K1 Ca antag -22.2, CHRM1 agonist 5.7, TAAR1 antag 12.9, CHO-K1 Ca PAM 8.4, M1 antag -30.6, TAAR1 ag 2.1 and M1 ag parental 8.6.
Screening COc1ccc(C(=O)NNC(=S)NC(=O)c2ccc(Cl)cc2)cc1 returned CHO parental Ca 28.0, OXTR potentiator -21.8, TAAR1 antag 106.4* and TAAR1 ag 176.2*.
`COC(=O)/C(=C\Nc1ccc(Cl)cc1Cl)NC(=O)c1ccccc1` gave CHO parental Ca -45.2, CHO-K1 Ca antag 3.9, CHRM1 agonist -3.0, OXTR potentiator 3.2, TAAR1 antag -7.7, CHO-K1 Ca PAM 5.5, M1 antag 2.7, TAAR1 ag 0.5 and M1 ag parental 0.2.
Screening CS(=O)(=O)N(CC(=O)NCCSCc1cccc(Cl)c1)c1ccccc1F returned CHO parental Ca -25.3, CHO-K1 Ca antag 1.7, CHRM1 agonist -1.1, OXTR potentiator -11.6, TAAR1 antag -4.8, CHO-K1 Ca PAM 10.5, M1 antag -9.6, TAAR1 ag 2.1 and M1 ag parental 2.4.
`Cc1ccc2cccc(OCc3ccc(F)cc3)c2n1` gave CHO parental Ca -5.7, CHO-K1 Ca antag -3.6, CHRM1 agonist -1.2, OXTR potentiator 0.5, TAAR1 antag -7.9, CHO-K1 Ca PAM -4.7, M1 antag -16.9, TAAR1 ag 0.4 and M1 ag parental 0.6.
Screening Cc1ccc(NC(=O)c2cccs2)cc1NC(=O)c1cccnc1 returned CHO parental Ca -7.2, CHO-K1 Ca antag -5.8, CHRM1 agonist -11.6, OXTR potentiator -1.9, TAAR1 antag 26.2, CHO-K1 Ca PAM 5.3, M1 antag -4.2, TAAR1 ag 0.5 and M1 ag parental 2.7.
CCCCC(=O)N1CCN(c2nc3ccc(F)cc3s2)CC1 was read as CHO parental Ca 2.3, CHO-K1 Ca antag 5.7, CHRM1 agonist 1.9, OXTR potentiator -15.1, TAAR1 antag 7.6, CHO-K1 Ca PAM 9.1, M1 antag -4.6, TAAR1 ag 1.6 and M1 ag parental 6.4.
COc1ccc(Cl)cc1NC(=O)c1sc2nc(C)nc(N3CCOCC3)c2c1C was read as CHO parental Ca -10.9, CHO-K1 Ca antag -8.3, CHRM1 agonist -2.3, OXTR potentiator -12.8, TAAR1 antag -15.3, CHO-K1 Ca PAM 11.7, M1 antag -3.4, TAAR1 ag 1.2 and M1 ag parental 0.3.
For NC(=NC(=O)c1ccccc1)N1N=CCC1c1ccccc1 (stereo not drawn) the results were CHO parental Ca -6.8, CHO-K1 Ca antag -3.7, CHRM1 agonist -2.6, OXTR potentiator -2.3, TAAR1 antag 3.3, CHO-K1 Ca PAM 3.8, M1 antag 0.5, TAAR1 ag -0.7 and M1 ag parental -0.3.
For COc1ccc(Cl)cc1C(=O)Nc1ccc(Br)c(C)n1 the results were CHO parental Ca 8.2, CHO-K1 Ca antag -6.0, CHRM1 agonist -5.7, OXTR potentiator -14.5, TAAR1 antag -5.5, CHO-K1 Ca PAM 6.3, M1 antag -0.5, TAAR1 ag 2.9 and M1 ag parental 0.2.
`COc1ccc(C(=O)NC2CCN(Cc3ccccc3)C2)cc1S(=O)(=O)N1CCOCC1` (stereo not drawn) gave CHO parental Ca -8.7, CHO-K1 Ca antag -9.5, CHRM1 agonist -6.3, OXTR potentiator -1.1, TAAR1 antag -2.4, CHO-K1 Ca PAM 10.9, M1 antag -13.4, TAAR1 ag 0.4 and M1 ag parental 1.0.
CCCCNC(=O)c1c[nH]c2ccc(S(=O)(=O)Nc3ccc(OCC)cc3)cc2c1=O was read as CHO parental Ca 15.4, CHO-K1 Ca antag -9.5, CHRM1 agonist 1.0, OXTR potentiator -7.5, TAAR1 antag -0.3, CHO-K1 Ca PAM -4.6, M1 antag 1.7, TAAR1 ag 6.2 and M1 ag parental 0.6.
Screening Cc1cccc(NC(=O)NNC(=O)COc2ccc3ccccc3c2)c1 returned CHO parental Ca 0.2, CHO-K1 Ca antag 1.2, CHRM1 agonist -2.5, OXTR potentiator -10.4, TAAR1 antag -6.0, CHO-K1 Ca PAM -4.9, M1 antag -3.2, TAAR1 ag 0.7 and M1 ag parental 0.0.
Screening CC(C#N)OC(=O)c1cccnc1SCC(=O)Nc1ccc2c(c1)OCO2 (stereo not drawn) returned CHO parental Ca -10.1, CHO-K1 Ca antag -2.4, CHRM1 agonist -4.9, OXTR potentiator -4.2, TAAR1 antag -2.2, CHO-K1 Ca PAM 10.9, M1 antag -3.3, TAAR1 ag 1.5 and M1 ag parental 0.5.
COCCNC(=O)C1CCC(=O)N1S(=O)(=O)c1ccc(C)cc1 (stereo not drawn) was read as CHO parental Ca 12.3, CHO-K1 Ca antag 7.9, CHRM1 agonist 0.5, OXTR potentiator -5.8, TAAR1 antag -6.1, CHO-K1 Ca PAM -9.7, M1 antag -4.3, TAAR1 ag 2.1 and M1 ag parental -0.7.
O=C(O)C1C2C=CC(C2)C1C(=O)N1CCOCC1 (stereo not drawn) was read as CHO parental Ca -8.5, CHO-K1 Ca antag -9.7, CHRM1 agonist -3.1, OXTR potentiator -1.8, TAAR1 antag -5.5, CHO-K1 Ca PAM 6.7, M1 antag 2.9, TAAR1 ag 15.4 and M1 ag parental 0.4.
For CC(C)CNC(=O)Cn1c(=O)c2c(ncn2CC(C)C)n(Cc2ccccc2)c1=O the results were CHO parental Ca -17.9, CHO-K1 Ca antag -15.7, CHRM1 agonist -7.8, OXTR potentiator -0.4, TAAR1 antag -8.2, CHO-K1 Ca PAM 11.8, M1 antag -3.7, TAAR1 ag 4.2 and M1 ag parental 1.7.
Screening CC(C)C(=O)N1N=C2CCCCC2C1(O)C(F)(F)F (stereo not drawn) returned CHO parental Ca -7.0, CHO-K1 Ca antag -8.4, CHRM1 agonist -1.6, OXTR potentiator -5.0, TAAR1 antag 12.9, CHO-K1 Ca PAM 14.5, M1 antag 0.0, TAAR1 ag 4.8 and M1 ag parental 0.3.
For O=C(CN1CCN(C(=O)c2cccc(-n3cnnn3)c2)CC1)Nc1ccccc1Cl the results were CHO parental Ca -5.2, CHO-K1 Ca antag -22.1, CHRM1 agonist -3.9, OXTR potentiator -1.9, TAAR1 antag -6.3, CHO-K1 Ca PAM 15.7, M1 antag -5.2, TAAR1 ag 1.2 and M1 ag parental 1.4.
`S=C(c1ccccc1)N1CCCc2ccccc21` gave CHO parental Ca 3.6, CHO-K1 Ca antag -2.0, CHRM1 agonist -9.5, OXTR potentiator -6.5, TAAR1 antag -17.4, CHO-K1 Ca PAM 8.7, M1 antag -9.9, TAAR1 ag -1.1 and M1 ag parental -0.4.
`Cc1csc(NC(=O)CSc2nnc(Cc3cccn3C)n2CCc2ccccc2)n1` gave CHO parental Ca -25.0, CHO-K1 Ca antag 5.0, CHRM1 agonist -3.0, OXTR potentiator -5.4, TAAR1 antag 26.2, CHO-K1 Ca PAM 7.0, M1 antag 3.5, TAAR1 ag 3.8 and M1 ag parental 1.5.
NC(CO)C12CC3CC(CC(C3)C1)C2 (stereo not drawn) was read as CHO parental Ca -1.6, CHO-K1 Ca antag -3.8, CHRM1 agonist -1.3, OXTR potentiator -6.0, TAAR1 antag -27.4, CHO-K1 Ca PAM 2.0, M1 antag -2.2, TAAR1 ag 5.4 and M1 ag parental 0.9.

A portion of the results above, for reference:
Screening CC(C#N)OC(=O)c1cccnc1SCC(=O)Nc1ccc2c(c1)OCO2 (stereo not drawn) returned CHO parental Ca -10.1, CHO-K1 Ca antag -2.4, CHRM1 agonist -4.9, OXTR potentiator -4.2, TAAR1 antag -2.2, CHO-K1 Ca PAM 10.9, M1 antag -3.3, TAAR1 ag 1.5 and M1 ag parental 0.5.
COCCNC(=O)C1CCC(=O)N1S(=O)(=O)c1ccc(C)cc1 (stereo not drawn) was read as CHO parental Ca 12.3, CHO-K1 Ca antag 7.9, CHRM1 agonist 0.5, OXTR potentiator -5.8, TAAR1 antag -6.1, CHO-K1 Ca PAM -9.7, M1 antag -4.3, TAAR1 ag 2.1 and M1 ag parental -0.7.
